V1aR counter – V1a receptor agonism, counter-screen for OXTR agonists. P37288. hit rate 0.25% among 320,000. activation, % at 3 µM. CHO-V1R cells, Fluo-8 calcium fluorescence, agonist mode; 0% DMSO, 100% 3 nM vasopressin. AID 2797;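 active means activation above the mean activation of all tested compounds plus 3 SD, per screening run, cut at about 20% in these data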;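 further: signal is peak over basal fluorescence ratio across a 100 second FLIPR read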
Target sequence (P37288 whole entry, looked up): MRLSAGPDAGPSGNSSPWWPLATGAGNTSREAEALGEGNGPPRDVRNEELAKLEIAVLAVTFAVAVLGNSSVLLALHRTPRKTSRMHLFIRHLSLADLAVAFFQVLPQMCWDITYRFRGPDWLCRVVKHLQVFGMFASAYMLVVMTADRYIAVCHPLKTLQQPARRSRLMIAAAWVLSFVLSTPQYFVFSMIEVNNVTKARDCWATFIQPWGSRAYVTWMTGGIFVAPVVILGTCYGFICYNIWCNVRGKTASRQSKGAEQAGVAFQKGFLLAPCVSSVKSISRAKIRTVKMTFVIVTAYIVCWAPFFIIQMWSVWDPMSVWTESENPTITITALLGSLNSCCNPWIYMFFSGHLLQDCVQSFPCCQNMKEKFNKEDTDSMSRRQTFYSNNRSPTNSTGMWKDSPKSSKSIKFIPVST
MEKK2mut PB1 HTS – signal of MEK5 binding to mutant human MEKK2 PB1 domain; bead flow cytometry, Alexa488-MEK5 binding to MEKK2 mutant; percent response, % at 10 µM; hit rate 0.35% among 290,000; in the data active means percent response above about 24%, passing the limit was not always enough; further: inactives centre near 1; some results filed as inactive read as strong as hits
NALP1 yeast inh – NALP1 inhibition; hit rate 0.61% among 280,000; inhibition, % at 10 µM; S. cerevisiae NALP1/ASC/caspase-1 growth, X-gal OD620, 72 h; AID 2071; in the data active means inhibition mostly above about 24%, no sharp cut-off; inactive means mostly below about 32%; further: some compounds called inactive have numbers as strong as hits
GalR3 antagonist – antagonists of human GalR3. HEK293 GalR3-CNG cAMP membrane potential fluorescence; galR3 body fused to GalR1 C-terminus. hit rate 0.44% among 360,000. inhibition, % at 3 µM. O60755;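 active means inhibition above the screen-wide average plus 3 SD, cut at about 13% in these data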;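 further: forskolin and galanin both at EC90 stimulate the cells; cAMP rise reported by CNG channel membrane potential dye signal; 0% = forskolin plus galanin with DMSO and 100% = forskolin alone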
Target sequence (O60755 1-299 limits assumed): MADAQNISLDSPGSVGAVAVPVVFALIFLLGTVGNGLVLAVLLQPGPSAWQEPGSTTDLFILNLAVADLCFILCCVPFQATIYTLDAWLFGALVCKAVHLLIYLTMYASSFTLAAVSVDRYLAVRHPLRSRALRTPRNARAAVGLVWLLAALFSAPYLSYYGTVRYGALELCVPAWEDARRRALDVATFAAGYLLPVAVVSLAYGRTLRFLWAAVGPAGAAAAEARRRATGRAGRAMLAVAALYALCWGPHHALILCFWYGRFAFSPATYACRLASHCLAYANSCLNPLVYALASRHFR
OXTR potentiator – human OXTR potentiation. P30559. CHO-OTR cells, Fluo-8 calcium fluorescence, potentiator mode; 0% = oxytocin EC15, 100% = EC100. activation, % at 3 µM. hit rate 0.061% among 320,000;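 active means activation above that plate's cutoff, the mean activation of tested compounds plus 3 SD, cut at about 6.6% in these data, passing the limit was not always enough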;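 further: 100% uses oxytocin at 75 nM as the full agonist control; some results filed as inactive read as strong as hits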
Target sequence (P30559 whole entry, looked up): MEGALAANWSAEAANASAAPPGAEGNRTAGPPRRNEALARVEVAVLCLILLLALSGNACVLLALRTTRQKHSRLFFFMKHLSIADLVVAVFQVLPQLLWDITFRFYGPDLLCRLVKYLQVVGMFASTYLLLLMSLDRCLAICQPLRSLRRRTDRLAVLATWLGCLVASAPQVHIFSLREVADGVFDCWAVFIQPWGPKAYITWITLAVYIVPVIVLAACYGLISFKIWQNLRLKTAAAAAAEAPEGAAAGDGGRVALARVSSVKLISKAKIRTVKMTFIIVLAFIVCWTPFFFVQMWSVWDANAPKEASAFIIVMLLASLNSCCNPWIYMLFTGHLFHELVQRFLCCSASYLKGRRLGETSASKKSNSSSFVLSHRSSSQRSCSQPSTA
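Material: CHO-OTR cells, human receptor; compound dosing: single dose, 3.0 µM nominal final compound concentration; schedule: 6 min compound pre-incubation at room temperature, 100 s kinetic read; measured by: kinetic Fluo-8 calcium fluorescence; read-out basis: % activation vs EC15 and EC100 oxytocin; controls: EC15 oxytocin alone as 0%, 75 nM oxytocin as 100%; replicates: singlicate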
GPR7 antagonist – human neuropeptides B/W receptor 1 antagonism; AID 1861; hit rate 1.1% among 290,000; inhibition, % at 4.4 µM; GPR7-expressing cells, fluorescence antagonist assay; in the data active means inhibition above about 16%, passing the limit was not always enough;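 further: cells stimulated with the agonist NPW; 0% = agonist with vehicle and 100% = vehicle without agonist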
OXTR agonist – agonists of human oxytocin receptor; CHO-OTR cells, Fluo-8 calcium fluorescence; normalized: DMSO 0%, oxytocin 100%; activation, % at 3 µM; AID 2435; hit rate 0.32% among 320,000;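 active means activation above the mean of all tested compounds plus 3 SD, cutoff set per screening run, cut at about 20% in these data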;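 further: peak over basal fluorescence ratio from a 100 s FLIPR kinetic read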
MEKK2wt PB1 HTS – raises or lowers MEK5 binding to wildtype human MEKK2 PB1 domain; AID 1531; hit rate 1.1% among 290,000; Q9Y2U5; bead flow cytometry, Alexa488-MEK5 binding to MEKK2 WT; actives lie on both sides; binding response (% of control), % at 10 µM; in the data active means binding response below about 67% or above about 130%
M18AAP inhibitor – PfM18AAP enzyme inhibition; hit rate 1.2% among 290,000; AID 1822; inhibition, % at 7.35 µM; recombinant PfM18AAP, H-Glu-NHMec fluorogenic cleavage;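 active means inhibition above the campaign mean inhibition over all tested compounds plus 3 SD, cut at about 28% in these data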;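 further: 0% = plate median of test compound wells and 100% = 2 mM ZnCl2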
The depositor's hits bear a star; · = not tested or not shown.

SMILES	V1aR counter	MEKK2mut PB1 HTS	NALP1 yeast inh	GalR3 antagonist	OXTR potentiator	GPR7 antagonist	OXTR agonist	MEKK2wt PB1 HTS	M18AAP inhibitor
Cc1ccc(NS(=O)(=O)c2cccc(C(=O)NNC(=O)c3cccn3C)c2)c(C)c1	0.5	4	13	-2	-8	-5	0.0	102	-7
c1ccc2c(CN3CCOCC3)csc2c1	2.3	0	34	-2	2	-10	0.1	103	-5
COc1cc(NC(=O)c2ccccc2-n2cnnn2)cc(OC)c1	0.3	·	·	-3	-3	·	-0.6	·	·
O=C(Nc1ccc(O)cc1)c1cccc(Oc2ccc([N+](=O)[O-])cc2)c1	4.1	-2	9	-6	-7	14	4.4	96	1
C=CCn1c(C(CC)CC(C)(C)O)n[nH]c1=S (configuration not stated)	0.8	1	-10	-3	-5	-11	1.2	111	25
Cn1cnnc1SCc1nc(N)nc(Nc2ccccc2)n1	0.0	8	12	-4	-12	2	-0.3	118	-4
COc1ccccc1CNC(=O)COC(=O)c1cccc(S(=O)(=O)N2CCOCC2)c1	-1.6	·	·	-2	0	·	-1.4	·	·
CCOC(=O)Cc1csc(NC(=O)CN(C)S(=O)(=O)c2cccc3cccnc23)n1	1.7	2	-19	2	-6	·	-0.2	105	·
C[C@H](CO)N1C[C@H](C)[C@@H](CN(C)S(=O)(=O)c2ccccc2)Oc2ccc(NC(=O)Nc3ccc4c(c3)OCO4)cc2C1=O	-0.1	·	·	-6	-2	·	-0.2	·	·
O=C(c1ccc(S(=O)(=O)N2CCc3ccccc3C2)cc1)N1CCCCC1	5.7	·	-17	-5	-13	6	3.2	·	0
CCc1nc2c(sc3nc4c(cc32)COC(C)(C)C4)c(=O)n1CCN(CC)CC	0.6	4	6	-4	-4	-12	0.6	102	-1
CC(C)Cc1nnc(NC(=O)CCC(=O)N2CCN(c3ccc([N+](=O)[O-])cc3)CC2)s1	6.4	3	11	2	-14	20	18	104	0
COc1ccc2nc(NC(=O)C3CCN(C(=O)c4ccc(F)cc4)CC3)sc2c1	4.5	3	12	-2	-12	16	1.4	100	0
O=C(COC(=O)c1cc(Cl)ccc1[N+](=O)[O-])NC1CC1	0.6	·	·	-5	-7	·	1.6	·	·
O=C(CC(c1ccccc1)(c1ccccc1)c1ccccc1)N[C@@H](Cc1ccc(O)cc1)C(=O)O	1.4	6	-12	-8	-5	-20	-0.1	106	4
Cc1ccc(C(=O)OCC(=O)NCCc2ccc(F)cc2)cc1S(=O)(=O)N1CCOCC1	9.2	·	·	-1	2	·	1.9	·	·
COc1ccc(C)cc1NC(=O)C(NCC1CCCO1)c1ccccc1 (configuration not stated)	-0.1	-1	25	6	-9	-4	-2.0	99	0
Cn1c(=O)c2ncn(CC(=O)NC3CCCCCC3)c2n(C)c1=O	0.1	4	4	6	-1	0	1.1	101	4
Oc1ccc(C23CCCC2C2(CCCC2)c2ccc(O)cc2O3)c(O)c1 (configuration not stated)	28*	·	·	-8	-15	·	39*	·	·
O=[N+]([O-])c1ccc(-c2nn(-c3ccccc3)cc2/C=N/n2c(-c3cccs3)n[nH]c2=S)cc1	0.0	-2	·	-4	-4	-8	0.4	95	7
O=C(COc1ccccc1)Nc1ccc(Cl)c(-c2nc3ncccc3o2)c1	1.0	9	2	-2	-7	-4	-0.5	101	-2
O=C(c1ccc(F)cc1F)N1CCCc2ccccc21	·	3	10	0	·	-5	·	102	-13
CCN(CC)CCCNc1nc(SC)nc2sc3c(c12)CCN(C)C3	2.3	30*	7	·	-3	-4	0.1	153*	8
O=C(COC(=O)/C=C/c1ccco1)NCc1ccc(Cl)cc1Cl	-0.9	·	·	-6	3	·	-1.9	·	·
O=C(Cc1ccccc1)Nc1ccccc1N1CCN(c2ccccc2)CC1	-0.9	1	13	-7	-7	0	-1.7	100	-8
COc1ccc(CC(=S)N2CCOCC2)cc1F	0.2	0	2	-4	-4	-6	-0.6	105	2
CC(=O)N/C(=C/c1ccc(OS(=O)(=O)c2ccc(C)cc2)cc1)C(=O)Nc1ccc(C(=O)O)cc1	-0.3	2	-13	-2	5	-5	0.6	95	5
CCN1CCc2c(sc(NC(=O)Nc3ccc(Cl)c(Cl)c3)c2C(N)=O)C1	173*	2	34	-2	-12	58*	219*	127	9
Cc1cc(C)n(Cc2cccc(F)c2)c(=O)c1C#N	1.3	-3	2	·	-3	6	0.8	88	7
C/C(=N/NC(=O)C1COc2ccccc2O1)c1ccc(Br)s1 (configuration not stated)	0.3	14	·	-6	-1	-7	-0.2	108	-2
Cc1ccsc1C(=O)OC(C)C(=O)Nc1ccc(Cl)cn1 (configuration not stated)	-1.1	·	·	-1	-6	·	-1.9	·	·
Cc1nnc(SCC(=O)NNC(=O)c2ccco2)s1	0.0	·	·	-1	-7	·	1.0	·	·
Cc1cc(=O)[nH]c2ccc(S(=O)(=O)NC3CCCCC3)cc12	-0.2	5	8	13*	-7	-4	1.3	109	4
Cc1cc(C(=O)N/N=C/c2ccc(Cl)c([N+](=O)[O-])c2)c(C)n1-c1ccc(F)cc1	-0.9	-1	30	-3	-9	-10	-2.3	107	9
O=C(Cc1cccs1)Nc1cccc(-c2nc3ccccc3o2)c1	4.1	3	14	-4	-9	-14	11	105	-12
COc1ccc(/C=C/C(=O)O)cc1COc1ccccc1C	1.2	0	28	-5	5	1	-0.8	102	2
CN1CCN(CCCNC(=O)c2cn(C)c3ccc(S(=O)(=O)N(C)C)cc3c2=O)CC1	-0.3	1	-20	4	3	-3	1.3	105	4
C/C(CC(=O)NCC(C)C)=N\NC(=O)COc1cc(C)c(Br)cc1Br	1.3	2	21	0	3	-13	0.9	108	-2
Cn1ccc(C(=O)N/N=C/c2ccccc2[N+](=O)[O-])n1	-0.4	10	15	-2	-4	-17	-0.5	105	0
O=C(CCCn1c(=S)[nH]c2ccccc2c1=O)N1CCOCC1	0.1	-2	-8	-2	-1	-6	0.7	92	6
CCSc1c(C(=O)NC)ccc2c1C(=O)c1ccccc1C2=O	-0.1	5	10	-4	3	4	-0.5	103	0
COc1ccc(CNc2nc(-c3cccnc3)nn2S(C)(=O)=O)cc1	-0.4	4	-1	-2	-6	-16	0.7	103	-1
O=C(c1cccc(NS(=O)(=O)c2cccc(F)c2)c1)N1CCCC1	·	-1	7	-3	·	-2	·	100	-3
Nc1c(C(=O)O)sc2nc3c(cc12)CCCC3	-1.5	0	·	-3	-11	-10	-0.4	97	-1
COC(=O)c1ccc(N2C(=O)CC(SCCN)C2=O)cc1 (configuration not stated)	0.3	2	·	-5	-6	-11	0.1	98	11
Cc1ccc(NC(=O)CSCC(=O)OC(C)C(=O)Nc2ccc(S(N)(=O)=O)cc2)c(C)c1 (configuration not stated)	0.1	·	·	-5	-1	·	0.6	·	·
CCOc1ccc(NC(=O)c2ccc(NC(=O)c3ccc(CN4CCOCC4)cc3)cc2)cc1	1.8	2	·	-6	-3	-11	-0.9	90	2
CCCc1ccc2oc(C(=O)N(C)Cc3cnccn3)c(C)c2c1	0.0	8	3	-4	-2	-2	0.1	97	7
COc1ccc(CCC(=O)Nc2ccc(OC)c(S(=O)(=O)N3CCCCC3)c2)cc1	4.0	·	·	-4	0	·	3.9	·	·
CCc1c(C)nc(N)n2c(SCC(=O)N3CCCC(C)C3)nnc12 (configuration not stated)	0.0	9	6	-1	0	-18	-0.7	108	-4
Cc1cc(C)nc(N2CCCC(C(=O)Nc3nnc(C)s3)C2)n1 (configuration not stated)	1.0	6	-3	-6	-9	0	-1.4	108	-12
O=C(C1CCC1)N1CCN(S(=O)(=O)c2ccc(Br)cc2Cl)CC1	3.5	·	·	-6	-7	·	1.3	·	·
Cc1ccsc1C1C(C#N)=C(N)OC2=C1C(=O)CC(C)C2 (configuration not stated)	-0.8	-12	-3	-11	0	-9	-1.9	95	11
O=C(Nc1cccc2ncccc12)c1ccc(F)cc1	0.5	0	2	-6	-4	-4	-0.7	101	-4
CCOc1ccc(Nc2ncnc3c2cnn3C)cc1	-0.8	5	3	-5	5	-18	0.0	108	-1
O=C1CC(c2nc3ccccc3[nH]2)CN1c1ccccc1F (configuration not stated)	0.0	2	·	·	-6	1	-0.2	97	4
CN1CCN(S(=O)(=O)c2ccc(NC(=S)NC(=O)C3CCCC3)cc2)CC1	1.1	15	-9	0	-22	-2	1.6	110	-4
Cc1noc(C)c1CSCC(=O)Nc1cc(Cl)ccc1N1CCOCC1	0.6	10	-3	-3	-5	-1	-1.5	109	-7
O=C(CN1CCC(O)(c2ccccc2)CC1)Nc1ccc2c(c1)OCCO2	0.0	10	18	-2	-10	-11	-0.1	108	-3
CNC(=O)c1ccccc1S(=O)c1ccccc1C#N (configuration not stated)	0.5	8	0	-2	2	18	1.3	106	5

Next part.
SMILES	V1aR counter	MEKK2mut PB1 HTS	NALP1 yeast inh	GalR3 antagonist	OXTR potentiator	GPR7 antagonist	OXTR agonist	MEKK2wt PB1 HTS	M18AAP inhibitor
CCc1nc(C)cn1S(=O)(=O)c1cc(OC)c(C)cc1C	2.8	7	-3	-5	-12	-5	0.7	105	6
COc1ccc(S(=O)(=O)NCC2CCCN(Cc3ccc(C)o3)C2)cc1 (configuration not stated)	-0.3	-9	33*	1	-9	3	0.1	88	-1
NC1=NC(=O)/C(=C/c2ccccc2OS(=O)(=O)c2ccccc2)S1	0.9	-2	18	-12	-3	-5	4.6	99	10
O=[N+]([O-])c1cccc(/C=C/c2ccncc2)c1	1.1	-15	·	-6	-7	5	-1.9	93	-9
CC(C)(C)C(=O)Nc1ccccc1-c1nc2ccccc2[nH]c1=O	-0.1	8	23	-3	-2	-12	-0.6	110	-13
O=C(Nc1cccc([N+](=O)[O-])c1)Nc1cnccn1	3.2	8	7	-4	-7	-1	-0.2	113	1
CN(C)C(=O)CCC(=O)N1CCCC(C(=O)c2ccc(C(F)(F)F)cc2)C1 (configuration not stated)	0.5	2	-6	-6	-4	-9	-1.1	102	3
C#Cc1ccc2c(c1)COc1c3ccccc3nn1-2	-1.6	-4	·	-5	-4	·	-2.2	91	·
CCC(=O)Nc1ccc(-c2nn3c(C)nnc3s2)cc1C	-0.1	-2	10	-2	0	2	1.2	100	-4
O=C(NNc1ccccc1[N+](=O)[O-])NC1CCCCC1	0.4	-7	0	-5	2	-3	0.9	96	16
CN(C)c1ccc(C(=O)N2CCCC(CCC(=O)N3CCN(c4ccccn4)CC3)C2)cc1 (configuration not stated)	3.9	5	-6	-3	-3	-19	0.6	110	4
COc1ccc(C2C(C(=O)O)c3ccccc3C(=O)N2C)cc1Br (configuration not stated)	0.3	3	15	-3	2	-1	0.1	104	3
Cc1ccc(S(=O)(=O)N2CCCCC2)cc1NC(=O)C1CCCO1 (configuration not stated)	1.3	-8	-2	-2	-11	8	-0.2	98	0
O=C(Cn1cc([N+](=O)[O-])cn1)N1CCc2ccccc2C1	0.8	-18	1	1	0	-3	1.0	77	-3
COc1ccccc1NC(=O)/C(C#N)=C/c1cccnc1	0.0	-3	13	6	6	-16	0.7	99	7

Quoted at random: two compounds from above.
SMILES	V1aR counter	MEKK2mut PB1 HTS	NALP1 yeast inh	GalR3 antagonist	OXTR potentiator	GPR7 antagonist	OXTR agonist	MEKK2wt PB1 HTS	M18AAP inhibitor
NC1=NC(=O)/C(=C/c2ccccc2OS(=O)(=O)c2ccccc2)S1	0.9	-2	18	-12	-3	-5	4.6	99	10
CN(C)C(=O)CCC(=O)N1CCCC(C(=O)c2ccc(C(F)(F)F)cc2)C1 (configuration not stated)	0.5	2	-6	-6	-4	-9	-1.1	102	3
